High-throughput results (PubChem BioAssay)
GPT2 inh: blocks human glutamate pyruvate transaminase 2; Q8TD30; Recombinant GPT2, coupled pyruvate oxidase/HRP Amplex Red fluorescence; hit rate 0.25% among 100,000; Potency, µM (highest dose often 57.7 µM), without a hit: at the top dose activity change, negative = inhibition, actives largely listed as inhibitors; also: potency is read from the fitted curve at half-maximal effect; nearly all actives have a fitted effect of over 60% in size; many of its hits are not listed in these tables
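Fluorescence of coupled pyruvate oxidase/HRP/Amplex Red system (50uM Amplex, 30 min, dark) reports pyruvate formed by GPT2. Enzyme reaction: 10ng/uL GPT2, 2mM L-alanine, 250uM a-KG, 30 min room temperature, pH 7.5; 50uM AOA control.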
IP6K1 inhibitor: IP6K1 kinase inhibition; activity change, % (series mostly up to about 58 µM); hit rate 0.81% among 140,000; IP6K1 kinase, ADP-Glo luminescence, 2 h; hits give low values; Q92551; in the data active = activity change below about -25%
Target sequence (Q92551 whole entry, looked up): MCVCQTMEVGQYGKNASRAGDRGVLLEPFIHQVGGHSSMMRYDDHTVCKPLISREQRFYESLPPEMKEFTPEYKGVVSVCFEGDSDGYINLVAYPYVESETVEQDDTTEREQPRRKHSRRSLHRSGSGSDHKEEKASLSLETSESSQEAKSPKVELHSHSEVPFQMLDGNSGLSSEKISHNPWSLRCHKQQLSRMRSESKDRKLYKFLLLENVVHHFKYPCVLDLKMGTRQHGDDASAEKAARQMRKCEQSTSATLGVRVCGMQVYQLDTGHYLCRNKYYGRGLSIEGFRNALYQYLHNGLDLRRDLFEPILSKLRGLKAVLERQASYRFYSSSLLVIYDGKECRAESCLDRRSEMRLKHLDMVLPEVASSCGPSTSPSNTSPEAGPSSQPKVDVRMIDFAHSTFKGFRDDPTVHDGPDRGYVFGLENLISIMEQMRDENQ
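ADP-Glo luminescence measures ADP made by human IP6K1 during a 2 h RT reaction with ATP/IP6 (mix at 1.3 mM/130 uM); top library doses 57.5 and 19.1 uM final.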
SNCA expr inhib: SNCA gene expression inhibition. HEK-293 SNCA-luciferase knock-in, luminescence, 24 h. Potency, µM (series often up to 57.2 µM), without a hit: top-dose activity change, negative = inhibition, hits mostly inhibitors. hit rate 0.17% among 140,000. AID 1671194;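 also: potency is read from the fitted curve at half-maximal effect; plate controls were DMSO cells for no effect and cell-free wells for full effect; nearly all actives have a fitted effect of over 45% in size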
HEK293 tox: kills HEK 293 cells; AID 1345083; HEK 293 viability, ATP luminescence (CellTiter-Glo), 48-72 h; hit rate 6.6% among 94,000; Potency, µM (doses to about 115 µM), for the others: at the highest dose activity change, negative = cytotoxicity, actives largely listed as inhibitors; also: potency is read from the fitted curve at half-maximal effect; nearly all actives have a fitted effect of over 60% in size
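Luminescence from cellular ATP, measured with CellTiter-Glo, indicates HEK 293 viability. Cells plated at 250 cells/well are treated with compound for 48 or 72 hr at 37 degree Celsius before reagent addition.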
HEK293 viab: reduces viability of HEK-293 SNCA reporter cells; HEK-293-SNCA-luc viability, GF-AFC fluorescence, 24 h; hit rate 0.12% among 150,000; Potency, µM (doses to about 57.1 µM), without a hit: at the top dose activity change, negative = cytotoxicity, hits mostly cytotoxic;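 also: potency is read from the fitted curve at half-maximal effect; 0% = DMSO-treated cells and -100% = medium-only wells without cells; nearly all actives have a fitted effect of over 30% in size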
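Cytotoxicity counterscreen: after 24 h compound treatment of genome-edited SNCA-luciferase HEK-293 cells, live-cell protease substrate GF-AFC read by fluorescence after 30 min; activity scaled between DMSO (0%) and medium-only (-100%), curves Hill-fitted.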
3T3 cytotox: NIH 3T3 cell cytotoxicity | NIH 3T3 viability, CellTiter-Glo ATP luminescence, 48-72 h | Potency, µM (series often up to 96.7 µM), without a hit: at the top dose activity change, negative = cytotoxicity, hits mostly inhibitors | hit rate 4.3% among 94,000 | AID 1345082; also: potency is read from the fitted curve at half-maximal effect; nearly all actives have a fitted effect of over 55% in size
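Mouse fibroblast NIH 3T3 cells, 400 per well, received compound via pintool and were incubated for 48 or 72 hr prior to CellTiter-Glo ATP luminescence measurement.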
FLuc inh: inhibitors of firefly (Photinus pyralis) luciferase; P08659; purified P. pyralis luciferase, luminescence, biochemical; Potency, µM (top dose mostly 115 µM), for inactives: top-dose activity change, negative = inhibition, hits mostly inhibitors; hit rate 2.5% among 76,000; AID 1347043; also: potency is read from the fitted curve at half-maximal effect; nearly all actives have a fitted effect of over 65% in size
Target sequence (P08659 whole entry, looked up): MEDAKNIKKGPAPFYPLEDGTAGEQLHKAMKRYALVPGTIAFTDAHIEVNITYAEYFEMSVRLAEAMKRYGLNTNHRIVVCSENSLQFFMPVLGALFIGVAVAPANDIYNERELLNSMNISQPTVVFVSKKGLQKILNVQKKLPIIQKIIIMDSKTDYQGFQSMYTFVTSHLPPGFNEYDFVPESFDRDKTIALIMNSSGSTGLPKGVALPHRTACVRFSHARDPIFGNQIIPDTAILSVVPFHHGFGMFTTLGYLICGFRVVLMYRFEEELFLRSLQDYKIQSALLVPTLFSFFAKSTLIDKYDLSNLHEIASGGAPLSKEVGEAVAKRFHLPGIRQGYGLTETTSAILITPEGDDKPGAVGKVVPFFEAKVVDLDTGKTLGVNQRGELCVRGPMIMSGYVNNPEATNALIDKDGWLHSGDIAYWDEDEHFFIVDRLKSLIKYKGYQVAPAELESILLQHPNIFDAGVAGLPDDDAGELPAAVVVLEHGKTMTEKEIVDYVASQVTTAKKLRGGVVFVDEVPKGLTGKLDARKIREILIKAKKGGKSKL
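Purified 10nM P. pyralis luciferase with 10uM D-luciferin and 10uM ATP in 50mM Tris acetate pH 7.5, 10mM Mg acetate, 0.01% Tween-20, 0.05% BSA. qHTS titration; luminescence read by CCD imager.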
An asterisk follows results filed as active; i = inactive; ? = inconclusive; nt = no result given; [ ] = another dose, or the depositor's remark. Unless noted, calls follow the shape of the dose curve; as a rule, active = well fitted curve in the direction sought with a large enough effect; inconclusive = small, poorly fitted or top-dose-only effect, or another doubt; inactive = no such curve, though single readings can be large; an effect the other way counts as inactive or inconclusive. Unless noted, % is scaled to controls: 0 for no effect and ±100 for the full control effect.

SMILES | GPT2 inh | IP6K1 inhibitor | SNCA expr inhib | HEK293 tox | HEK293 viab | 3T3 cytotox | FLuc inh
COc1ccccc1-c1ccnc(-c2nnc(C)n2Cc2ccncc2)c1 | ? | -4 | -2%[87.6 µM] | -17%[172 µM] | 10%[87.6 µM] | 56µM* | -6%[172 µM]
O=C(CCn1ccc2cc(S(=O)(=O)N3CCCC3)ccc21)NCc1cccc(Br)c1 | nt | 21 | -30% | nt | 3% | nt | nt
Cc1cnc(C(=O)N[C@@H]2CN(c3ccncn3)C[C@H]2CN(C)C)cn1 | i | -8 | 1% | 4% | -11% | 1% | 5%
Cc1cc(C)cc(NC(=O)c2cn3c4c(ccc(Cl)c4c2=O)OC(C)C3)c1 (configuration not stated) | nt | 2 | 11% | nt | 22% | nt | nt
CCC(C)Sc1nc2c([nH]c3ccccc32)c(=O)n1C (configuration not stated) | nt | 49 | 26% | nt | 10% | nt | nt
O=C(Cn1nnc(-c2cccc(C(F)(F)F)c2)n1)NCc1ccc(F)cc1 | nt | 1 | 23% | nt | -4% | nt | nt
O=C(NC1CC1)C1CCCN1c1nccc(Nc2ccccc2F)n1 (configuration not stated) | -6% | 1 | -10% | -25% | -10%[12.5 µM] | -26% | nt
O=C(NC[C@H]1O[C@@H]2C[C@@H](CC(=O)N3CCOCC3)O[C@@H]2[C@@H]1O)Nc1cccc(Cl)c1 | i | -3 | 4% | 1% | 0% | -1% | 13%
O=C(C1CCN(S(=O)(=O)c2ccc(Br)s2)CC1)N1CCN(c2cccc(C(F)(F)F)c2)CC1 | nt | -1 | ? | nt | -7% | nt | nt
CCC(C)(C)NC(=O)Cn1c(C)ccc(NS(=O)(=O)CC)c1=O | -13% | -5 | 10% | -4% | 11% | i | 5%
O=C(NCc1ccccc1Cl)[C@@H]1CCCN1c1nccc(Nc2ccccc2Cl)n1 | i | 12 | -8% | -36% | -16%[12.5 µM] | -30% | nt
O=C(Nc1ccc(C(=O)OCc2cc(=O)n3c4c(sc3n2)CCCC4)cc1)c1ccccc1 | nt | 13 | -3% | nt | 2% | nt | nt
Cc1cc(S(=O)(=O)Nc2cccc(C(=O)O)c2)c(C)c(S(=O)(=O)c2ccccc2)c1 | nt | -1 | ? | nt | -15% | nt | nt
COc1ccc(Cn2c(=O)c(C(=O)N3CCN(Cc4ccccc4)CC3)nc3cccnc32)cc1 | i | 11 | -4% | ? | -24% | ? | nt
O=C1CC(c2ccccc2)N(C(=O)CNC(=O)c2ccsc2)CCCCCCN1 (configuration not stated) | 4% | -3 | -1% | -1% | 4% | -15% | 5%
Cc1cccc(NC(=O)c2sc3nc4c(cc3c2N)CN(C(C)C)CC4)c1 | nt | -6 | 43%[activator] | nt | -7% | nt | nt
Cc1ccsc1C(=O)NC1CCN(c2cc(-c3ccc(Cl)cc3)[nH]n2)C1 (configuration not stated) | -25% | 14 | -24% | 50µM* | -9% | ? | 4%
CCn1c(C2CCCN(C(=O)NCC(C)C)C2)nn(C)c1=O (configuration not stated) | i | 1 | -25% | 6% | -4% | i | -4%
O=C(NCc1ccccc1F)c1nc2sccn2c1-c1cccnc1 | ? | 6 | 9%[87.6 µM] | i | -5%[87.6 µM] | ? | nt
CC(C)Cn1c(=O)c(C(=O)N2CCN(C(=O)c3ccccc3Cl)CC2)nc2cccnc21 | i | 4 | 26% | i | 2% | -29% | nt
O=c1c(S(=O)(=O)c2ccc(Cl)cc2)cn(Cc2ccc(F)cc2)c2ccc(F)cc12 | nt | -38* | 23% | nt | 14% | nt | nt
CC(=O)c1cccc(NC(=O)Cn2nc(C(F)(F)F)c3c2CCC3)c1 | nt | 19 | 14% | nt | 5% | nt | nt
COc1cccc(CN2C[C@@H]3C[C@H]2C(=O)N(Cc2ccccc2)c2ccccc2O3)n1 | -2%[88.5 µM] | -5 | -30%[87.6 µM] | ? | -9%[87.6 µM] | ? | -4%[172 µM]
COc1ccc(C(=O)Nc2nnc(S(=O)(=O)N3CCC(C)CC3)s2)cc1OC | nt | 2 | 25% | nt | 14% | nt | nt
CCOc1cc(=O)n2c(c1C(=O)Nc1cc(F)ccc1F)CCCC2 | i | -10 | 24% | ? | 10% | ? | -6%

Five compounds out of the list, arranged by molar mass, smallest number first:
SMILES | GPT2 inh | IP6K1 inhibitor | SNCA expr inhib | HEK293 tox | HEK293 viab | 3T3 cytotox | FLuc inh
CCC(C)(C)NC(=O)Cn1c(C)ccc(NS(=O)(=O)CC)c1=O | -13% | -5 | 10% | -4% | 11% | i | 5%
O=C1CC(c2ccccc2)N(C(=O)CNC(=O)c2ccsc2)CCCCCCN1 (configuration not stated) | 4% | -3 | -1% | -1% | 4% | -15% | 5%
COc1cccc(CN2C[C@@H]3C[C@H]2C(=O)N(Cc2ccccc2)c2ccccc2O3)n1 | -2%[88.5 µM] | -5 | -30%[87.6 µM] | ? | -9%[87.6 µM] | ? | -4%[172 µM]
O=C(NC[C@H]1O[C@@H]2C[C@@H](CC(=O)N3CCOCC3)O[C@@H]2[C@@H]1O)Nc1cccc(Cl)c1 | i | -3 | 4% | 1% | 0% | -1% | 13%
O=C(Nc1ccc(C(=O)OCc2cc(=O)n3c4c(sc3n2)CCCC4)cc1)c1ccccc1 | nt | 13 | -3% | nt | 2% | nt | nt

In the list so far, these have a CF3 group:
SMILES | GPT2 inh | IP6K1 inhibitor | SNCA expr inhib | HEK293 tox | HEK293 viab | 3T3 cytotox | FLuc inh
O=C(Cn1nnc(-c2cccc(C(F)(F)F)c2)n1)NCc1ccc(F)cc1 | nt | 1 | 23% | nt | -4% | nt | nt
O=C(C1CCN(S(=O)(=O)c2ccc(Br)s2)CC1)N1CCN(c2cccc(C(F)(F)F)c2)CC1 | nt | -1 | ? | nt | -7% | nt | nt
CC(=O)c1cccc(NC(=O)Cn2nc(C(F)(F)F)c3c2CCC3)c1 | nt | 19 | 14% | nt | 5% | nt | nt

Later entries.
SMILES | GPT2 inh | IP6K1 inhibitor | SNCA expr inhib | HEK293 tox | HEK293 viab | 3T3 cytotox | FLuc inh
O=C1CCN(C(=O)c2ccoc2)CCCCCCN1 | 2% | -4 | ? | 3% | 1% | -2% | -2%
Cn1nc(C2CCCN(C(=O)C3CCCC3)C2)n(Cc2ccccc2)c1=O (configuration not stated) | 4% | -6 | -29% | 13% | 2% | 1% | 6%
O=C(NCc1ccc(F)cc1)c1nc(-c2ccc(Cl)cc2Cl)c2cnccn12 | -15% | 12 | ? | ? | -9% | ? | nt
O=C1CC(c2ccccc2)N(C(=O)CNS(=O)(=O)c2cccs2)CCCCCN1 (configuration not stated) | 2% | -9 | -7% | ? | 7% | ? | -9%
CC1=C[C@@H](CNS(C)(=O)=O)[C@H](C(C)C)C[C@H]1Cc1nnc(-c2ccncc2)o1 | 0%[88.5 µM] | -9 | 8%[87.6 µM] | ? | -8%[87.6 µM] | ? | -3%[172 µM]
O=C(NCC(c1ccc2c(c1)OCO2)N1CCN(c2ccccc2)CC1)C(=O)Nc1cccc(F)c1 (configuration not stated) | nt | -7 | -4% | nt | 3% | nt | nt
COc1ccc2c(c1)CN(CC1CC1)C(=O)CCN2C[C@@H](O)COCc1ccccc1 | nt | 7 | nt | -24% | nt | ? | nt
CCOc1ccc(-c2cc(OC(=O)c3ccc(OC)cc3)c3c(C)oc(C)c3c(=O)c2)cc1 | nt | 18 | 31%[activator] | nt | -6% | nt | nt
CN1CC(=O)N(C2CCNC2)Cc2c(NC3CCOC3)ncnc21 (configuration not stated) | -19% | -7 | -6% | 0% | 13% | 4% | nt
O=C(Cn1c(=O)nc(-c2ccccc2F)c2cc(Cl)ccc21)N1CCN(c2ccccc2F)CC1 | nt | 6 | ? | nt | 12% | nt | nt
COc1ccc(CN2CCNc3cnc(OCc4cccnc4)cc3C2)cc1O | i | -29* | -15%[87.6 µM] | ? | -8%[87.6 µM] | ? | -3%[172 µM]
CCc1nc2c(c(-c3ccc(OC)cc3)n1)CCN(Cc1ccnn1C)CC2 | -3% | 7 | 46%[activator] | i | -8% | ? | nt
O=C(c1cn2ccsc2n1)N1CC[C@H](CO)[C@@H](O)C1 | 1% | 30 | 6% | -2% | -24% | 4% | -1%
CCN(Cc1ccccc1)C(=O)C(CC(C)C)NS(=O)(=O)c1ccc2c(c1)CCN2C(C)=O (configuration not stated) | nt | 23 | -23% | nt | 2% | nt | nt
CCCCN(CCCC)C1=C(C(=O)c2ccccc2)N(CC)S(=O)(=O)c2ccccc21 | nt | 13 | ? | nt | -18% | nt | nt
COCC(=O)NC[C@H]1OC[C@@H](NCC(C)(C)C)[C@@H]1O | -3%[88.5 µM] | 2 | 3%[87.6 µM] | i | 5%[87.6 µM] | 1%[174 µM] | -1%[230 µM]
O=C(COc1ccc(Cl)cc1)NCC(c1ccco1)S(=O)(=O)c1ccc(Cl)cc1 (configuration not stated) | nt | 3 | -5% | nt | -6% | nt | nt
CC(C)C(=O)N1CCN(CCn2nc3n(c2=O)CCCC3)CC1 | nt | 5 | nt | -1%[172 µM] | nt | -10%[138 µM] | nt
CCN(CC)CCNC(=O)c1ccc2c(=O)n3nc(Nc4ccccc4)sc3nc2c1 | nt | 7 | -2% | nt | ? | nt | nt
CCS(=O)(=O)N1CCc2cc(C(=O)Nc3ccc(OC)cc3OC)ccc21 | nt | -16 | 15% | nt | 2% | nt | nt
CCC(C)C(=O)O[C@H]1C[C@](C)(O)[C@]23OC(C)(C)[C@H](C[C@H](OC(=O)c4ccccc4)[C@]2(COC(C)=O)[C@H]1OC(=O)C(C)CC)[C@H]3OC(C)=O (some centres not stated) | i | -3 | nt | nt | -23%[23.9 µM] | nt | nt
CCc1ccccc1NC(=O)N1CCC(Oc2ncccc2C(=O)N2CCCCC2)C1 (configuration not stated) | 5% | 1 | 15% | 1% | 3% | -19% | -4%
CN1CCC(N2CC[C@@H]3C(=O)NCCCCCCN(Cc4ccncc4)[C@@H]3C2)CC1 | i | -5 | 9% | -1% | -2% | -6% | 11%
CCCCSc1nc(N)cc(N2CCCC(C(=O)N3CCOCC3)C2)n1 (configuration not stated) | -14%[11.5 µM] | -4 | 9% | -22% | -20% | ? | -5%
Cc1ccc(C)c(NC(=O)c2ccc3c(c2)CCCN3S(C)(=O)=O)c1 | nt | 13 | 157%[activator] | nt | 11% | nt | nt
COCCNC(=O)C1CCCN1Cc1cccc(-c2cccc(OC)c2)c1 (configuration not stated) | 1% | -6 | 69%[activator] | ? | 13% | ? | nt
Cc1ccc(CNC(=O)N2CCC(c3noc(-c4cccnc4)n3)C2)cc1 (configuration not stated) | 1% | 4 | 28% | -18% | -1% | -16% | -5%
Cc1c(Cl)cccc1NC(=O)c1cc2nc(-c3ccc4c(c3)OCO4)cc(C(F)(F)F)n2n1 | nt | 0 | -11% | nt | -1% | nt | nt
CC(C)CC(=O)N1CCC2(CC1)N(C)C(=O)CS2(=O)=O | 2% | -3 | -4% | 3% | 1% | i | 5%

Hits appear at their usual frequency; any-hit rate near 7.8%.
